# Bioassay records from PubChem BioAssay.
# Shiga toxin inh: blocks Shiga toxin action in Vero cells; Vero cells, Shiga toxin protein synthesis inhibition reporter; inhibition, % at 38.7 µM; 290,000 compounds, 9.2% hits; in the data active = inhibition mostly above about 28%, no sharp cut-off; inactive = mostly below about 43%; note: 0% is about no effect
# LmPK inh: inhibitors of Leishmania mexicana pyruvate kinase; Potency, µM (series often up to 57.5 µM), without a hit: top-dose activity change, negative = inhibition, hits mostly inhibitors; purified LmPK, Kinase-Glo ATP luminescence, 1 h; 290,000 compounds, 0.37% hits; AID 1721; note: potency is the fitted concentration of half-maximal effect; % is set by controls: 0 for no effect and ±100 for the full control effect
# Target sequence (Q27686 whole entry, looked up): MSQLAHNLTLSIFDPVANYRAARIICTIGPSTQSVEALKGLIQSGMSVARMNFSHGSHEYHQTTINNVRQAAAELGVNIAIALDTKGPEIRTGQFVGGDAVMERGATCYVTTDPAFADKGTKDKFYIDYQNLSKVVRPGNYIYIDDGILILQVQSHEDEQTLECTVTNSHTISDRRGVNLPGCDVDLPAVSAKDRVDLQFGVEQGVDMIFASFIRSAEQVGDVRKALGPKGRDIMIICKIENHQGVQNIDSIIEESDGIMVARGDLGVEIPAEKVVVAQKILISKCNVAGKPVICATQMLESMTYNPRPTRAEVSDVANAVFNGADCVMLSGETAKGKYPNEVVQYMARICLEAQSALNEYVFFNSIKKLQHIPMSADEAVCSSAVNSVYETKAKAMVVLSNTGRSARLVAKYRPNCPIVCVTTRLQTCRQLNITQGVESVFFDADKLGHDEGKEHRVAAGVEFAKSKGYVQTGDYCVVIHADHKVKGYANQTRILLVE
#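 Purified LmPK (0.1 nM) converted ADP (0.1 mM) to ATP with PEP (0.5 mM) in imidazole buffer pH 7.2 with KCl and MgCl2, 1 h at room temperature. ATP was read by Kinase-Glo luminescence; data normalized to uninhibited and no-enzyme controls.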
# Pf growth 96h: P. falciparum growth inhibition at 96 hour, primary screen for plastid delayed-death inhibitors; P. falciparum luciferase reporter growth, 96 h; Potency, µM (doses to about 28.7 µM), for the others: at the highest dose activity change, negative = inhibition, hits mostly inhibitors; AID 504834; 320,000 compounds, 6.9% hits; note: potency is the fitted concentration of half-maximal effect; % is set by controls: 0 for no effect and ±100 for the full control effect
#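 Readout is luminescence from an integrated firefly luciferase in P. falciparum. Red cells, 2% hematocrit and 0.05% parasitemia final, were cultured with compound through two parasite generations (96 hours) at 37 C, 5% CO2.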
# Cycloheximide cs: affects cycloheximide protein synthesis inhibition readout, counter-screen; cell reporter, cycloheximide protein synthesis inhibition counterscreen; max response, %; 300,000 compounds, 12% hits; in the data active = max response mostly above about 13%, no sharp cut-off; inactive = mostly below about 14%; note: read at 38.3 µM for the half of the compounds with a filed dose; 0% is about no effect
# AmpC no deterg: blocks E. coli AmpC beta-lactamase in detergent-free assay; AmpC nitrocefin hydrolysis, absorbance 480 nm, 0.0001% Triton; Potency, µM (top dose mostly 57.1 µM), without a hit: at the top dose activity change, negative = inhibition, most hits filed as inhibitors; 330,000 compounds, 0.52% hits; AID 485341;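 note: potency is the fitted concentration of half-maximal effect; plate controls were no compound for no effect and no enzyme for full effect; nearly all actives have a fitted effect of over 20% in size; some results filed as inactive show a strong effect at the top dose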
# Target sequence (P00811 whole entry, looked up): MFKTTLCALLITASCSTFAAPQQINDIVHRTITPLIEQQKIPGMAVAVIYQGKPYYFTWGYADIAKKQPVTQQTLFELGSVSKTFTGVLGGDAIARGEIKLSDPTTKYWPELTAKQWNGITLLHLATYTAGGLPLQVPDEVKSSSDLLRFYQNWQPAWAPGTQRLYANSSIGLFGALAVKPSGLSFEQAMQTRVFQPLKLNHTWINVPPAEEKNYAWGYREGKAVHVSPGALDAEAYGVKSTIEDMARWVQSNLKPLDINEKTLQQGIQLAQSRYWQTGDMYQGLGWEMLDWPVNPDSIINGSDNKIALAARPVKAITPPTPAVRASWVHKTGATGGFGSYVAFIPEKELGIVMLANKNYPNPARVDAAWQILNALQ
#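 AmpC (5.3 nM in the dispensed reagent) in 20 mM phosphate pH 7.0 with 0.01% (detergent screen) or 0.0001% Triton X-100 was preincubated with compounds for 15 min at room temperature. Nitrocefin was then added from an 800 uM solution, and hydrolysis was followed at 480 nm.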
# TbPYK inhibitor: blocks Trypanosoma brucei pyruvate kinase; Potency, µM (top dose mostly 76.8 µM), inactives show top-dose activity, negative = inhibition, actives largely listed as inhibitors; AID 624173; Q57TT1; TbPYK enzyme, Kinase-Glo Plus ATP luminescence, 45 min; 410,000 compounds, 0.12% hits; note: potency is the fitted concentration of half-maximal effect; % is set by controls: 0 for no effect and ±100 for the full control effect; nearly all actives have a fitted effect of over 50% in size
#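 TbPYK + substrate in 50 mM TEA pH 7.2, 100 mM KCl, 10 mM MgCl2, 0.05% BSA, 0.01% Tween-20; cpd pinned; ADP 130 uM final; 45 min RT; Kinase-Glo Plus 10 min; luminescence endpoint.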
# Pf growth 48h: inhibits P. falciparum growth in the first generation, 48 h | 310,000 compounds, 5.9% hits | AID 504832 | P. falciparum luciferase growth in erythrocytes, 48 h | Potency, µM (series often up to 28.7 µM), inactives show top-dose activity change, negative = inhibition, usual class: inhibitors; note: potency is the fitted concentration of half-maximal effect; % is set by controls: 0 for no effect and ±100 for the full control effect
#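 Erythrocytes infected with P. falciparum carrying an integrated firefly luciferase reporter (2% hematocrit, 0.1% parasitemia final) were exposed to compounds in RPMI 1640 with 0.5% Albumax at 37 C, 5% CO2. Growth inhibition was scored as reduced luminescence.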
# * marks the source's active call; other numbers are inactive results; i = inactive; ? = inconclusive; nt = not tested or not shown; [ ] = dose if it differs, or a comment. Unless noted, calls come from the whole dose curve; as a rule, active = well fitted curve in the direction sought with a large enough effect; inconclusive = small, poorly fitted or top-dose-only effect, or another doubt; inactive = no such curve, though single readings can be large; an effect the other way counts as inactive or inconclusive.
# Sample of the layout, 2 compounds:
entry	structure	LmPK inh	Pf growth 48h	AmpC no deterg	Cycloheximide cs
1	Cn1c(Cn2c(=O)sc3ccccc32)nnc1SCC(=O)NCC1CCCO1 (centres undefined)	2%	1%	-25%	-3
2	O=C(CN1CCOCC1)NCc1ccccc1Cl	-6%	9%	-2%	-2

entry	Pf growth 96h	TbPYK inhibitor	Shiga toxin inh
1	-8%	-3%	-4
2	4%	4%	-5

# Results, previewed entries included:
entry	structure	LmPK inh	Pf growth 48h	AmpC no deterg	Cycloheximide cs
1	Cn1c(Cn2c(=O)sc3ccccc32)nnc1SCC(=O)NCC1CCCO1 (centres undefined)	2%	1%	-25%	-3
2	O=C(CN1CCOCC1)NCc1ccccc1Cl	-6%	9%	-2%	-2
3	CCOC(=O)C1=C(CSc2nc(C)ccc2C#N)OC(N)=C(C#N)C1c1cccc(OC)c1OC (centres undefined)	24%	55%[activator]	-22%	13
4	CCC(OC(=O)CC1Sc2ccccc2NC1=O)C(=O)NCC1CCCO1 (centres undefined)	-1%	-11%	-21%	-2
5	COc1cc(/C=N/NC(=O)Cc2ccccc2)cc([N+](=O)[O-])c1O	2%	-2%	-42%	-2
6	CCN(CC(=O)Nc1ccccc1C(F)(F)F)C(=O)c1ccc2c(=O)n3c(nc2c1)CCC3	nt	?	12%	nt
7	Cc1cc(=O)[nH]c(N2CCN(Cc3ccccc3)CC2)n1	4%	-16%	-25%	-3
8	CC1Cc2ccccc2N1C(=O)COC(=O)CCc1nc2ccccc2c(=O)[nH]1 (centres undefined)	2%	-7%	-4%	-4
9	CC(C)CCN(C(=O)COc1ccc(C#N)cc1)c1c(N)n(Cc2ccccc2)c(=O)[nH]c1=O	2%	-21%	-17%	-2
10	O=C(NCc1ccccc1)NC1CCCCC1	-9%	nt	-9%	38*
11	CCN(CC)CCCOc1ccc(Cl)c(Cl)c1	-5%	-7%	-8%	-3
12	COc1ccc(C2C3(C#N)C(N)=NC(OC)(OC)C23C#N)cc1 (centres undefined)	7%	29%	-44%	3

entry	Pf growth 96h	TbPYK inhibitor	Shiga toxin inh
1	-8%	-3%	-4
2	4%	4%	-5
3	6.6µM*	?	9
4	104%[activator]	-13%	16
5	-15%	3%	-11
6	-29%	2%	nt
7	237%[activator]	1%	-15
8	11%	-26%	-10
9	-15%	nt	5
10	-29%	0%	42*
11	?	6%	-10
12	-9%	-4%	8

# Remaining list, next part
entry	structure	LmPK inh	Pf growth 48h	AmpC no deterg	Cycloheximide cs
13	COc1ccc(-c2ccc(CCC(=O)O)n2NC(=O)c2ccc(C(C)(C)C)cc2)cc1	2%	?	-24%	15
14	COc1ccc(C2=NN3C(C2)c2ccccc2OC3c2cccs2)cc1 (centres undefined)	1%	70%[activator]	-25%	59*
15	CN(C)c1ncnc(N(C)C)c1[N+](=O)[O-]	-2%	36%[activator]	-9%	-5
16	Cc1ccc(S(=O)(=O)Nc2cc(C(F)(F)F)ccc2N2CCOCC2)cc1C	0%	3.3µM*	60%[activator]	-2
17	Cc1nc2ccccc2n1CC(=O)OCC(=O)NCCc1ccccc1	1%	nt	-8%	-3
18	Cc1ccc(/C=N/NC(=O)CN2CCN(Cc3ccccc3Cl)CC2)o1	3%	-17%	11%	-1
19	Nc1cccc(-c2ccc(CO)o2)c1	-2%	70%[activator]	-10%	31*
20	COc1ccc(CCC(=O)O)c(O)c1	-3%	0%	-10%	-5
21	O=C1NC2(CCCc3ccccc32)C(=O)N1CCOc1ccc(Br)cc1 (centres undefined)	0%	nt	0%	1
22	CCc1nn(CC(=O)NCCN2CCN(C)CC2)c(=O)c2cc3c(OC)cccc3n12	-3%	-34%	22%	4
23	O=C1CSC(c2cccc([N+](=O)[O-])c2)N1CCc1ccccc1 (centres undefined)	0%	?	-10%	-2
24	CCOC(=O)CSc1nc(N2CCOCC2)c2c(c1C#N)CC(C)(C)OC2	-6%	-11%[0.00184 µM]	55%	-7

entry	Pf growth 96h	TbPYK inhibitor	Shiga toxin inh
13	-15%	-14%	21*
14	?	-5%	63*
15	8%	2%	-9
16	?	-14%	3
17	26%	4%	-13
18	16%	-2%	-12
19	-2%	-6%	68*
20	-1%	1%	-9
21	-7%	-6%	-14
22	?	3%	-6
23	?	-2%	-11
24	?	-7%	-7

# (list continues)
entry	structure	LmPK inh	Pf growth 48h	AmpC no deterg	Cycloheximide cs
25	Cc1onc(-c2ccccc2)c1C(=O)NC(=S)NNC(=O)c1ccccc1O	-2%	?	-34%	-3
26	Cc1ccc(S(=O)(=O)NC(CC(=O)N2CCC3(CC2)OCCO3)c2ccco2)cc1 (centres undefined)	0%	?	19%	3
27	COc1ccc(N2CCN(C(=O)NCc3ccc(C)cc3)CC2)cc1	4%	10%	14%	-2
28	c1ccc2c(-c3csc(-c4ccncc4)n3)c[nH]c2c1	-1%	-55%	32%	45*
29	CN1CCN(c2ccc(C(=O)c3cn(-c4ccc(F)c(Cl)c4)nn3)cc2)CC1	-3%	?	-32%	0
30	COc1ccccc1N1CCN(C(=O)c2ccc3[nH]c4c(c3c2)CC(C)CC4)CC1 (centres undefined)	2%	?	60%[activator]	-1
31	Cc1ccc(-n2ncc3c(=O)[nH]c(SCC(=O)N4CCCC4)nc32)cc1C	0%	-5%	-15%	-6
32	O=C(CN1CCN(S(=O)(=O)c2ccc3ccccc3c2)CC1)NC(=O)NC1CCCCC1	2%	nt	42%	-3
33	Cc1nn(-c2ccccc2)c(C)c1/C=N/NC(=O)c1cc(C(C)(C)C)[nH]n1	4%	?	-28%	-1
34	CCOC(=O)C1=C(C)c2ccccc2OC1C(=O)OCC (centres undefined)	nt	nt	-1%	-6
35	CCOC(=O)c1cccc(NC2c3ccccc3C(=O)N2Cc2ccco2)c1 (centres undefined)	2%	?	0.89µM*	8
36	COc1ccc(NS(=O)(=O)c2ccc(C)c(C(=O)NCC(c3cccs3)N3CCOCC3)c2)cc1 (centres undefined)	nt	?	4%	nt

entry	Pf growth 96h	TbPYK inhibitor	Shiga toxin inh
25	?	3%	4
26	4%	1%	-4
27	27%	2%	-10
28	?	-6%	96*
29	?	-1%	32
30	-83%	-5%	14
31	?	-3%	-21
32	?	2%	-6
33	?	-6%	14
34	nt	-1%	i
35	4%	-2%	40
36	?	-8%	nt

# Single records (already shown). Values in the order: LmPK inh	Pf growth 48h	AmpC no deterg	Cycloheximide cs	Pf growth 96h	TbPYK inhibitor	Shiga toxin inh
# Profile of COc1ccc(N2CCN(C(=O)NCc3ccc(C)cc3)CC2)cc1 → 4%	10%	14%	-2	27%	2%	-10
# Profile of Cc1onc(-c2ccccc2)c1C(=O)NC(=S)NNC(=O)c1ccccc1O → -2%	?	-34%	-3	?	3%	4
# Profile of Cc1ccc(-n2ncc3c(=O)[nH]c(SCC(=O)N4CCCC4)nc32)cc1C → 0%	-5%	-15%	-6	?	-3%	-21
# Profile of COc1ccccc1N1CCN(C(=O)c2ccc3[nH]c4c(c3c2)CC(C)CC4)CC1 (centres undefined) → 2%	?	60%[activator]	-1	-83%	-5%	14
# Profile of Cc1ccc(S(=O)(=O)NC(CC(=O)N2CCC3(CC2)OCCO3)c2ccco2)cc1 (centres undefined) → 0%	?	19%	3	4%	1%	-4

# Additional structures
entry	structure	LmPK inh	Pf growth 48h	AmpC no deterg	Cycloheximide cs
37	CC(C)(C)OC(=O)N1CCC[C@H]1C(=O)N/N=C/c1ccc2nccnc2c1	0%	?	0%	17
38	CC1CCCN(S(=O)(=O)c2ccc3c(c2)n(C)c(=O)c(=O)n3C)C1 (centres undefined)	4%	9%	4%	1
39	COc1cccc(-c2cc(C(=O)O)[nH]n2)c1	-2%	31%[activator]	-8%	-1
40	O=C(NCC1CCCO1)c1cc2ccccc2o1 (centres undefined)	-5%	43%[activator]	-7%	24*
41	CCCC1CCC(C(=O)Nn2c(C)nc3ccccc3c2=O)CC1 (centres undefined)	2%	-26%	1%	-1
42	S=C(c1ccc(N2CCOCC2)cc1)N1CCCCC1	-2%	0%	-19%	16
43	C#CCOCCOCCOCCNc1nc(N2CCN(C(=O)[C@H]([C@@H](C)CC)n3cc([C@@H](N)CC(C)C)nn3)CC2)nc(N2CCN(C(=O)[C@H](Cc3cc4ccccc4[nH]3)n3cc([C@@H](N)CC(C)C)nn3)CC2)n1	-2%	10µM*	215%[activator]	-1
44	O=c1c(Cc2ccc(Cl)cc2)c(O)ccn1Cc1cccs1	-2%	-7%	-37%	1
45	COC(=O)c1ccc(C)c(NC(=O)CSc2sc3c(O)cc(=O)[nH]c3c2C#N)c1	-1%	5%	-28%	-4
46	CCc1cccc(OCC(O)Cn2c(N3CCCCC3)nc3c2c(=O)[nH]c(=O)n3C)c1 (centres undefined)	1%	-7%	0%	-1
47	COc1ccc2oc(=O)c(C(=O)NCCc3ccc(OC)c(OC)c3)cc2c1	5%	?	-24%	0
48	Cc1ccc(C2=NN(CCC(=O)NCc3ccc4c(c3)OCO4)C(=O)CC2)cc1	-2%	6%	2%	20*

entry	Pf growth 96h	TbPYK inhibitor	Shiga toxin inh
37	-31%	0%	-4
38	-13%	-6%	7
39	64%[activator]	-3%	23
40	19%	4%	24
41	0%	0%	15
42	?	-4%	40
43	3.3µM*	nt	14
44	1%	-9%	-23
45	16%	-22%	-8
46	?	3%	-14
47	-12%	4%	-6
48	?	-3%	-4

# The list goes on:
entry	structure	LmPK inh	Pf growth 48h	AmpC no deterg	Cycloheximide cs
49	CCOC(=O)Cn1c(-c2cccnc2)nc(-c2ccccc2)c1-c1ccccc1	10%	4.1µM*	140%[activator]	-1
50	COC(=O)Cc1csc(Nc2ccc(Cl)cc2)n1	-4%	67%[activator]	-36%	22*
51	COC(=O)c1c(NC(=O)CCC(=O)O)sc(Cc2ccccc2)c1C	-2%	12µM*	-15%	1
52	O=C(OCCc1cc2ccccc2c(=O)o1)c1ccc(F)cc1	nt	50%[activator]	-12%	nt

entry	Pf growth 96h	TbPYK inhibitor	Shiga toxin inh
49	2.3µM*	-21%	-10
50	40%[activator]	-6%	36
51	4%	1%	-5
52	59%[activator]	1%	nt

# Rows were taken by chance. Share with any hit: about 22%.
